sdo1 growth: growth rescue of sdo1-depleted yeast, primary screen, S. cerevisiae, bone marrow failure model | S. cerevisiae sdo1-depleted JHY4D growth rescue, OD600 30 h; stronger effect = higher value; pdr5 snq2 efflux-pump mutant strain | z-score at 10 µM | 140,000 tested, 0.21% active | AID 817, 2007;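 active = z-score above 3 at both the 24 hr and the 30 hr optical density reads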;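 also: z-score against mean and SD of all compound wells on the same plate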
INS promoter inh: inhibitors of insulin promoter-driven GFP, primary screen, imaging, TRM-6 cells (human fetal islet line), eGFP reporter, cell count. AID 1273, 2008. 130,000 tested, 0.9% active. inhibition, % at 2 µM. reporter expression induced with tamoxifen;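 active = inhibition above the mean plus 3 SD, with well images judged a real hit on visual review, cut at about 60% in these data, passing the limit was not always enough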
sdo1 growth Rescue 24 h: also measured in sdo1 growth; calls as there; z-score; S. cerevisiae sdo1-depleted JHY4D growth rescue, OD600; measured here: growth rescue at 24 h;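 0 is the plate mean of compound wells and units are plate SD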
Starred values were filed as active, the others as inactive; . = no result given; & = joins results of further samples.

Sequence of screens: sdo1 growth | sdo1 growth Rescue 24 h | INS promoter inh
COc1ccc(-n2nc([N+](=O)[O-])c(=NCc3ccc4c(c3)OCO4)n2O)cc1
    -0.84 | -0.48 | 14.8
CC(/C=N/NC(=O)Cc1cc(=O)[nH][nH]1)=C\c1ccccc1
    1.14 | -0.1 | -9.3
Cc1ccc(SCC2(O)CCN(C(=O)c3ccc(Cl)cc3)CC2)cc1
    0.11 | 0.65 | -27.6
OC(CCCN1CCC(O)(c2ccc(Cl)cc2)CC1)c1ccc(F)cc1 (stereo not given)
    -1.33 | -1.14 | -71.4
Cc1cccc(-c2c3c(=O)n(C)c(=O)n(C)c3c3cccnn23)c1
    -1.93 | -1.43 | -11.5
CC(C)Sc1nc2c([nH]1)c(=N)ncn2Cc1ccccc1
    . | . | 25.0
CCc1cc2ccc(C)cc2nc1SCC(=O)NNC(=O)c1ccco1
    0.04 | 0.6 | .
CCCc1nc2scc(-c3ccccc3)c2c(=O)n1N
    -0.68 | -0.83 | -188.0
COc1cc(/C=C/C(C)=O)cc(OC)c1OC
    1.66 | 1.58 | 10.7
O=C(COC(=O)CCCSc1nc2ccccc2[nH]1)Nc1cccc(F)c1
    0.29 | -0.2 | .
Cc1nc(SCCOc2ccccc2F)[nH]c(=O)c1Cc1ccccc1
    . | . | 0.0
O=C(CN1CCN(S(=O)(=O)c2ccccc2)CC1)Nc1ccccc1C(=O)c1ccccc1
    -1.33 | -1.09 | -48.1
O=S(=O)(/N=C(/Nc1cccc2ccccc12)c1ccccc1)c1cccs1
    -1.09 | -0.7 | 10.0
C=CCNc1nc(N2CCOCC2)nc(N2CCOCC2)n1
    1.37 | 1.92 | -31.4
Cc1cccc(N=C2CSC(=O)N2)c1
    . | . | 8.3
O=C(Nc1nc2c(cc3c4c(cccc42)CC3)s1)c1ccccc1Cl
    0.84 | 2 | .
Cc1ccc(/C=C2\C(=O)ON=C2c2ccccc2)o1
    . | . | -5.6
COc1cc(S(=O)(=O)NCCN2CCOCC2)c(OC)cc1Cl
    0.45 | -0.03 | 3.5
O=C(Nc1ccc2c(c1)nc1n2CCN(C2CCCCC2)C1)NC1CCCCC1
    0.33 | -0.05 | .
CCOC(=O)c1c(NC(=O)C2COc3ccccc3O2)sc2c1CCN(Cc1ccccc1)C2 (stereo not given)
    -0.48 | 0.01 | .

New compounds follow.
Sequence of screens: sdo1 growth | sdo1 growth Rescue 24 h | INS promoter inh
Cn1c2c(c(=O)n(C)c1=O)C(CC(=O)Nc1ccccc1)C(=O)N2 (stereo not given)
    0.85 | 1.93 | -23.8
Cc1oc2c(C)c(O)ccc2c(=O)c1N1C(=O)c2ccccc2C1=O
    0.11 | 0 | -18.8
Cc1ccc(OCc2nc(C#N)c(NCc3ccco3)o2)cc1
    -1.2 | -1.06 | 13.0
COc1cccc(C2N(c3ccc(Cl)cc3)C(=O)C3CCCN32)c1 (stereo not given)
    0.26 | -0.69 | .
O=C1C(c2ccc(F)cc2)N(Cc2ccc3c(c2)OCO3)C(=O)CN1C1CCCC1 (stereo not given)
    -0.99 | -0.72 | -35.5
COc1cc(OC)nc(NC2OC(=O)c3ccccc32)n1 (stereo not given)
    0.87 | 0.3 | 47.2
COc1ccc(N2C(=O)CSC2c2cccs2)cc1 (stereo not given)
    1.25 | 1 | -5.6
COc1ccc(OCCCC(=O)N2CCCc3ccccc32)cc1
    -0.21 | 0.25 | .
CC(C)[C@H](NC(=O)c1ccccc1)C(=O)OCC(=O)N1CC2(C)CC1CC(C)(C)C2 (stereo not given in full)
    -0.28 | -1.07 | -6.9
O=C(c1cccc(C(F)(F)F)c1)N1CCCC1
    1.37 | 1.08 | -5.6
COc1ccc(N2CCN(c3ccc(NC(=O)c4ccc5c(c4)OCO5)cc3C#N)CC2)cc1
    0.49 | 0.13 | .
CN1CCc2c(sc3c2C(=O)NC(c2cn(Cc4ccccc4)c4ccccc24)N3)C1 (stereo not given)
    -1.36 | -0.63 | -130.0
CCSc1nnc(NC(=O)Cc2ccccc2OC)s1
    -1.03 | -1.06 | -2.7
CC/C(O)=C1\C(=O)CCCC1=NCCc1nc2ccccc2[nH]1
    . | . | -30.8
O=C(NC1CCCCC1)C(c1ccc(F)cc1)N(Cc1ccccc1)C(=O)CN1C(=O)c2ccccc2S1(=O)=O (stereo not given)
    -0.29 | 0.03 | 13.2
CCOc1ccc(NC(=O)CSc2nc(N)c(-c3ccccc3)c(=O)[nH]2)cc1
    . | . | 27.8
Cc1onc(-c2ccccc2Cl)c1C(=O)N(C)C1CCCCC1
    -0.2 | -0.01 | .
O=[N+]([O-])c1ccc(NC(=S)N2CCOCC2)cc1
    0.61 | 0.89 | 53.9
O=C(c1cc2n(n1)C(C(F)(F)F)CC(c1ccco1)N2)N1CCN(c2ccccn2)CC1 (stereo not given)
    0.44 | 0.47 | -34.8
Cc1cc(F)ccc1S(=O)(=O)Nc1ncnc2sccc12
    . | . | -11.1

(cont.)
Sequence of screens: sdo1 growth | sdo1 growth Rescue 24 h | INS promoter inh
CSc1nnc(-c2sccc2OCc2ccc(C)cc2)n1C
    -0.37 | -0.57 | .
CC(C)c1ccc(NCCC(=O)c2cccs2)cc1
    0.22 | 0.06 | 9.4
CCOc1ccc(Cl)cc1/C=N/O
    -0.14 | -1.07 | -35.7
COc1ccccc1N1CCN(C(=O)CSc2nc3ccccc3[nH]2)CC1
    -0.63 | -1.01 | -46.7
CCN(c1ccccc1)S(=O)(=O)c1ccc(OCC(=O)Nc2cc(C)on2)cc1
    -0.48 | -0.74 | -28.2
CCOC(=O)C1=C(C)N=C2SC(C)C(=O)N2C1c1ccc(OC(C)=O)c(OCC)c1 (stereo not given)
    -0.13 | -0.56 | -85.7
O=C(O)Cc1ccc(-c2ccccc2)cc1
    -0.66 | -0.55 | 18.2
O=[N+]([O-])c1ccc(/C=N\N2CCN(c3ccc(Cl)cc3)CC2)cc1
    0.13 | 0.35 | -100.0
COc1cccc(Nc2nc(N)nc(C(F)(F)F)n2)c1
    0.84 | 1.01 | .
O=C(COC(=O)c1ccc2c(c1)OCO2)Nc1ncc(Cl)cc1Cl
    -0.22 | -0.21 | 10.0
CC(=O)N1CCN(c2ccc(NC(=O)c3ccc(C)cc3)cc2)CC1
    0.88 | 0.4 | -7.7
COc1ccc(N(CC(=O)NCc2ccco2)S(C)(=O)=O)cc1
    -0.34 | -0.57 | 21.4
O=C(CCNS(=O)(=O)c1ccccc1C(F)(F)F)NCc1ccc2c(c1)OCO2
    0.73 | 0.68 | -10.8
CCCCCC(=O)NNC(=O)c1ccc(F)cc1
    -0.05 | -0.21 | 11.1
COc1ccc(-c2nc(C3CCCCC3)no2)cc1OC
    -0.33 | -0.17 | 45.5
CC(C)C(=O)Nc1cc(C(F)(F)F)ccc1N1CCOCC1
    -0.79 | -2.13 | 18.9
N=c1n(CCO)c2ccccc2n1CCOc1ccccc1
    -0.28 | -1.22 | -14.3
Cc1cccc(N2C(=O)CC(N3CCOCC3)C2=O)c1 (stereo not given)
    0.47 | -0.05 | 25.0
O=C(CCCN1C(=O)/C(=C/c2ccccc2Cl)SC1=S)Nc1ccccn1
    -0.88 | -0.42 | -28.6
CCOC(=O)N1CCN(S(=O)(=O)c2cc(Br)cc3c2N(C(=O)C2CC2)CC3)CC1
    -0.26 | -0.72 | .

Further results.
Sequence of screens: sdo1 growth | sdo1 growth Rescue 24 h | INS promoter inh
Cn1c(CCNC(=O)c2ccccc2)nc2cc(NC(=O)C3CCCCC3)ccc21
    -1.59 | -0.57 | 14.3
COc1ccc(NC(=O)[C@@H](NC(N)=O)C(C)C)cc1Cl
    . | . | -16.7
CCn1cc(C(=O)OCc2cccc(Br)c2)c(=O)c2ccc(C)nc21
    -2.59 | -1.69 | 46.0
CN(C)S(=O)(=O)c1ccc(C(=O)Nc2nc(-c3ccccc3)c(C(=O)c3ccccc3)s2)cc1
    -0.3 | 0.16 | 40.0
CN(C)c1nc(N(C)C)nc(N(C#N)CCOc2ccccc2)n1
    -0.96 | -1.02 | -309.5
CCCn1c(NC(=O)c2ccco2)nc2ccccc21
    -0.92 | -1.15 | .
O=C(CCl)Nc1ccccc1Sc1ccc(Cl)cc1
    -1.05 | -0.42 | .
Cc1cc2c(C)nc(N/N=C/c3ccccc3)nc2o1
    0 | -0.72 | 10.0
CCOC(=O)CCCSc1nnc(CCCCCN2C(=O)c3cccc4cccc(c34)C2=O)o1
    -0.5 | -0.34 | .
CN(C)S(=O)(=O)N(CC(=O)Nc1ccccc1C(F)(F)F)c1ccccc1
    -0.6 | -0.36 | -147.6
O=C(CNC(=O)C1CCCCC1)OCc1cc(=O)oc2ccc3ccccc3c12
    -0.92 | -0.87 | .
Cn1nc(C(=O)NCC2CCCO2)c2ccccc2c1=O (stereo not given)
    0.5 | 0.1 | .
COc1ccc(C(=O)NCc2nnc(SCC(=O)Nc3nc4ccc(C)cc4s3)o2)cc1OC
    -0.15 | -0.46 | 0.0
CC(C)(C)C1CCC(OC(=O)c2ccncc2)CC1 (stereo not given)
    -0.97 | 0.08 | -48.4
O=C(COC(=O)CNC(=O)c1ccccc1F)Nc1cccnc1Cl
    . | . | -40.0
Nn1c(SCC(=O)Nc2cccc(S(N)(=O)=O)c2)nnc1C1CC1
    . | . | -22.2
O=C(O)c1cc(C(F)(F)F)nc2ccccc12
    0.86 | 1.44 | -13.6
Cc1cccc(-c2nnc(SCc3ccccc3)o2)c1
    -1.02 | -1.1 | -10.3
O=C(CSc1nnc(-c2cccnc2)n1-c1ccccc1)N1CCN(c2ccc(F)cc2)CC1
    0.06 | 0.23 | -6.7
Cc1ccc(NC(=O)CCC(=O)OC(C(=O)c2ccc(C)c(C)c2)c2ccccc2)c(C)c1 (stereo not given)
    -0.07 | -0.51 | 26.7

Record cards, from the list above:
Entry for CN(C)S(=O)(=O)N(CC(=O)Nc1ccccc1C(F)(F)F)c1ccccc1 = sdo1 growth = -0.6; sdo1 growth Rescue 24 h = -0.36; INS promoter inh = -147.6
Entry for O=C(O)c1cc(C(F)(F)F)nc2ccccc12 = sdo1 growth = 0.86; sdo1 growth Rescue 24 h = 1.44; INS promoter inh = -13.6

New compounds follow:
Sequence of screens: sdo1 growth | sdo1 growth Rescue 24 h | INS promoter inh
Cc1cccc(C)c1NC(=O)c1cccc(COc2cc(Cl)ccc2Cl)c1
    0.57 | 1.38 | -13.3
CC(C)CNC(=O)c1oc2ccccc2c1COc1ccccc1
    -0.17 | 0.17 | 16.7
Cc1ccc(NC(=S)NC2CCN(Cc3ccccc3)CC2)cc1
    -0.53 | 0.03 | -13.5
COc1ccccc1-c1ccc(SCC(=O)N2CCOCC2)nn1
    . | . | -327.3
COc1cccc(-n2nnc3c(=O)n(CC(=O)N4CCC(Cc5ccccc5)CC4)cnc32)c1
    -1.24 | -1.28 | -35.7
COc1ccc(Br)cc1CN(C)CC(=O)Nc1cccc(S(N)(=O)=O)c1
    . | . | -23.1
CCOC(=O)CN1C(=O)C(Sc2n[nH]c(-c3ccc(O)cc3)n2)CCc2ccccc21 (stereo not given)
    0.62 | 1 | -21.1
COc1ccccc1/C=N/NC(=O)c1cccc(NC(=O)c2ccccc2Cl)c1
    . | . | -16.7
Cn1cc(S(=O)(=O)CC(=O)Nc2ccc3c(c2)OCO3)c2ccccc21
    -0.47 | -0.29 | 21.2
CCCCOC(=O)C1=C(C)Nc2nnnn2C1c1ccccc1Cl (stereo not given)
    -0.01 | 0.27 | -16.7
COc1ccc(OC)c(CN(CCCN2CCOCC2)C(=O)Nc2ccccc2)c1
    1.67 | 1.78 | 3.5
c1cncc(-c2noc(-c3ccco3)n2)c1
    0.78 | -0.5 | .
CCCCC(CC)C(=O)Nc1ncc([N+](=O)[O-])s1 (stereo not given)
    . | . | 28.6
COC(=O)Oc1ccc(/C=N/NC(=O)CSCc2ccc(Cl)cc2)cc1OC
    0.14 | 0.07 | -14.3
c1nc2sc3c(c2c2nnnn12)CCCC3
    1.67 | 0.1 | .
Cc1ccc(C2C(=O)N(C3CCCC3)CC(=O)N2C2CCCCC2)cc1 (stereo not given)
    0.56 | 0.34 | -2.8
Cc1ccc(S(=O)(=O)N2CCCCC2)cc1C(=O)Nc1ccc(N2CCOCC2)cc1
    -0.37 | -0.56 | -15.8
CCn1c(C)c(/C=N/Nc2nc3ccccc3s2)c2ccccc21
    -1.38 | -0.02 | 46.0
Cc1ccc(NC(=O)CSC2=C(C#N)C(c3ccc4c(c3)OCO4)CC(=O)N2)cc1C (stereo not given)
    -1.92 | -0.96 | 19.3
CCN(CC)c1ccc(C(=O)Nc2cccc(F)c2)cc1
    -1.8 | -0.9 | 9.7

Continued:
Sequence of screens: sdo1 growth | sdo1 growth Rescue 24 h | INS promoter inh
CCn1c(SCC(=O)Nc2ccc3c(c2)OCCO3)nc2c(c1=O)SC(C)C2 (stereo not given)
    -0.3 | 0.37 | -18.2
O=C(CCCn1c(=S)[nH]c2ccccc2c1=O)NC1CCCC1
    0.11&0.31 | -0.99&-0.11 | .
Cc1ccccc1Cn1nc(C)c(NC(=O)c2cc3nc(-c4ccco4)cc(C(F)(F)F)n3n2)c1C
    -1.11 | -0.25 | .
CC(C)c1ccc(-c2cc(C(=O)N3N=C(C(F)F)CC3(O)C(F)F)c3ccccc3n2)cc1 (stereo not given)
    -2.36 | -1.57 | 32.4
COc1cccc(N2C(=O)C(CC(=O)Nc3ccccc3)N(C3CCCCC3)C2=O)c1 (stereo not given)
    -0.99 | -0.73 | -90.9
COc1ccc(NC(=O)CC2C(=O)N(c3ccc(F)cc3)C(=S)N2NC(=O)c2ccc(Cl)cc2)cc1 (stereo not given)
    -0.26 | 0.24 | 12.9
COc1ccc(C(=O)NCc2nnc(SCC(=O)Nc3nc4ccccc4s3)o2)cc1OC
    0.72 | -0.09 | -8.0
CCC[N+](CC#Cc1ccccc1)(CCC)CC(=O)OCC
    0.38 | -0.47 | .
